From PubChem
ADAM17 inh = inhibitors of human ADAM17; P78536; recombinant ADAM17, EDANS/DABCYL FRET peptide cleavage; inhibition, % at 6.95 µM; 0.83% of 370,000 active;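 active means inhibition above the mean of compounds lying between control limits plus 3 SD, set per campaign, cut at about 8.5% in these data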;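 further: 0% = DMSO-only wells as the low control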
DAX1 inh-1 = inhibitors of DAX1 repression of SF-1 activated StAR promoter; HEK293T StAR-luciferase reporter, SF-1/DAX-1 repression relief; inhibition, % at 6.8 µM; 1.1% of 370,000 active; AID 652010;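 active means inhibition above the mean over all tested compounds plus 3 SD, cut at about 3.6% in these data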;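 further: 0% = DAX-1 cells with DMSO and 100% = cells lacking DAX-1 with DMSO; higher inhibition means more luminescence from relief of DAX-1 repression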
Rev-erbA mod = modulators of human Rev-erb alpha DNA binding; P20393; Rev-erbα–FITC-DNA binding, fluorescence polarization, 90 min; activity, % at 10 µM; 0.79% of 370,000 active; AID 1259318;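 active means activity above about 14%, limit read from the data; passing the limit was not always enough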;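 further: 0% = DMSO wells with 35 nM protein and 100% = DMSO wells with 750 nM protein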
DAX1 inh-2 = inhibitors of human orphan nuclear receptor DAX1 (NR0B1); P51843; HEK293 Gal4-DAX1 luciferase reporter, luminescence; inhibition, % at 6.75 µM; 0.99% of 340,000 active; AID 504766;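 active means inhibition above the mean over all tested compounds plus 3 SD, cut at about 4.2% in these data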;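 further: 0% = DAX1-transfected cells with DMSO and 100% = empty-vector control cells with DMSO; inhibition shows as a rise in luminescence from relieved DAX1 repression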
hgDAF12 agonist = hgDAF-12 agonism, primary luciferase screen | HEK293 GAL4-hgDAF12 UAS-luciferase reporter, agonist luminescence; normalized to butyrate control | activation, % at 6.8 µM | 1.8% of 370,000 active | AID 687014;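 active means activation above a cutoff set at the mean of all screened compounds plus 3 SD, cut at about 10% in these data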;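 further: 0% = DMSO wells and 100% = sodium butyrate wells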
SMARCA2 activ = SMARCA2 function activation, primary screen; activation, % at 9.1 µM; MG213 cells, MMTV-luciferase reporter, dexamethasone, overnight; 1% of 370,000 active; in the data active means activation above about 7.8%;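 further: 0% = vehicle wells and 100% = reference activator wells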
MBD2 DNA inh = blocks human MBD2 binding to methylated DNA. Q9UBB5. TR-FRET, MBD2 binding to methylated oligonucleotide. inhibition, % at 4.4 µM. 0.31% of 370,000 active. AID 686964; in the data active means inhibition above about 13%
hcDAF12 agonist = H. contortus DAF-12 activation, primary screen. 1.4% of 370,000 active. AID 652067. activation, % at 6.8 µM. HEK293 hcDAF-12 lit1-tk-luc reporter, luminescence; 0% DMSO, 100% Δ7-dafachronic acid;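 active means activation above the mean of all tested compounds plus 3 SD, cut at about 5.5% in these data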;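 further: 100% = response to 3 µM Δ7-dafachronic acid high control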
PLCb3 inh = blocks human PLC-beta3 enzyme activity; Q01970; Purified PLC-beta3, fluorogenic substrate, fluorescence; inhibition, % at 12.2 µM; 0.18% of 370,000 active; in the data active means inhibition above about 11%;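 further: 0% = median of compound wells on plate and 100% = full blocker control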
PLCg1 inh = PLC-gamma1 (human) inhibition, primary screen; inhibition, % at 12.2 µM; purified PLC-gamma1, fluorogenic substrate, fluorescence; P19174; 0.84% of 370,000 active; in the data active means inhibition above about 9.5%
Target sequence (P19174 whole entry, looked up): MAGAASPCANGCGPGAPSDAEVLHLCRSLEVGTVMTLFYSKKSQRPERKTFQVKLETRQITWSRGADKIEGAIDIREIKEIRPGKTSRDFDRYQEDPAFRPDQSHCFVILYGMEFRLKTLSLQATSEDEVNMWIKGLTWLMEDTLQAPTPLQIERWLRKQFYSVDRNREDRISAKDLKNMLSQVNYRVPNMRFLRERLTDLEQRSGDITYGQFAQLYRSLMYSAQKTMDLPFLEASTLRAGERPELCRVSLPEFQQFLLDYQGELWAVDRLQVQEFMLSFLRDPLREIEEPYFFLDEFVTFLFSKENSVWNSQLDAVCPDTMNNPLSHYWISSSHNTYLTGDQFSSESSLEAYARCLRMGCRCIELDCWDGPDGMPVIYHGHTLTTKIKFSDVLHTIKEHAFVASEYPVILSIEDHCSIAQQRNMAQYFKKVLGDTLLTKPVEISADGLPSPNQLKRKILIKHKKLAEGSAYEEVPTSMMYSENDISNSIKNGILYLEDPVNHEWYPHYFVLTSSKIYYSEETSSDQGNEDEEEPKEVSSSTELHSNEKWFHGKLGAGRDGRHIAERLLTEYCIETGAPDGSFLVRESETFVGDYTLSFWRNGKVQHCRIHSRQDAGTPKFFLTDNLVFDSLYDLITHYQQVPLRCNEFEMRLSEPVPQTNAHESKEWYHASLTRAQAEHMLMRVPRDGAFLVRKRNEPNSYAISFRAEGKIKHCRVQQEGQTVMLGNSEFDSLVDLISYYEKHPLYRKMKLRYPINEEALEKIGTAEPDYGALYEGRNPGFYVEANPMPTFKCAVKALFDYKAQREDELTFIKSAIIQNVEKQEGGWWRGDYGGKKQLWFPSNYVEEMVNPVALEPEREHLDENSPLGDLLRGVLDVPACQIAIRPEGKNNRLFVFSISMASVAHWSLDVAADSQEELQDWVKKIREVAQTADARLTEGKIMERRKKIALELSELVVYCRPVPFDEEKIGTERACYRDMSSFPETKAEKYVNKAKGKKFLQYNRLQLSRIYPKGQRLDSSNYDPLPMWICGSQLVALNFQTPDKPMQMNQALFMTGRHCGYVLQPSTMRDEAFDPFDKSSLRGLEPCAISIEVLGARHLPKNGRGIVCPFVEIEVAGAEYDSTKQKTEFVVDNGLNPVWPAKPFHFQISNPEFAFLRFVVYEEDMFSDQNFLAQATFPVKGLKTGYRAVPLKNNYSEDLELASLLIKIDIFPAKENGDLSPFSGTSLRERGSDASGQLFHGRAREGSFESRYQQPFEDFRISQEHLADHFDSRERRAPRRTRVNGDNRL
ssDAF12 agonist = activators of S. stercoralis DAF-12 nuclear receptor; activation, % at 6.8 µM; HEK293 ssDAF-12/GRIP1 lit1-tk-luc reporter, luminescence; % of 3 µM dafachronic acid response; 1% of 370,000 active;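 active means activation above the mean over all tested compounds plus 3 SD, cut at about 0.9% in these data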;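 further: 0% = DMSO-only wells and 100% = 3 µM delta7-dafachronic acid wells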
Starred values were filed as active, the others as inactive; i = inactive; / = no result given.

[1] Cc1c(O)nc(SCC(=O)Nc2cccc(C(F)(F)F)c2)n(-c2ccccc2)c1=O
[2] COc1ccc(C(CNC(=O)C(C)(C)Oc2ccc(Cl)cc2)N2CCCC2)cc1 (stereo not drawn)
[3] O=C(O)CCc1nn2c3ccccc3n(CCN3CCCCC3)c2nc1=O
[4] COc1ccc(C(=O)/C=C/c2ccc(C)cc2)c(OC(=O)c2ccc([N+](=O)[O-])cc2)c1
[5] CCc1ccc(NS(=O)(=O)c2ccc3[nH]cc(C(=O)N4CCCCC4)c(=O)c3c2)cc1
[6] COC(=O)c1ccc(NC(=O)COC(=O)c2nc3nccc(C)n3n2)cc1
[7] CC1Cc2ccccc2N1S(=O)(=O)c1cccc(C(=O)OCC(=O)NCc2ccco2)c1 (stereo not drawn)
[8] COc1ccc(C/C(N)=N/O)cc1

Assay by compound,1,2,3,4,5,6,7,8
ADAM17 inh,6,-2,-81,0,-10,-1,0,2
DAX1 inh-1,-1.1,-0.2,0.4,-0.3,-0.4,0.1,-0.1,0.1
Rev-erbA mod,-1,-2,-6,0,-5,0,3,-1
DAX1 inh-2,0.3,-0.9,0.3,-1.1,-0.1,/,-1.3,0.1
hgDAF12 agonist,-4.6,0.2,1.3,4.3,-0.7,0.1,1.4,1.2
SMARCA2 activ,-3,-3,-2,-2,-3,1,-3,-2
MBD2 DNA inh,-1,3,-3,-5,6,1,-3,2
hcDAF12 agonist,1.3,-0.7,-1.0,-1.1,0.1,-1.3,-1.1,-0.3
PLCb3 inh,-9,-9,-369,0,-3,2,-8,1
PLCg1 inh,2,3,-230,0,-5,3,2,-1
ssDAF12 agonist,-1.2,-1.5,-1.4,-1.1,-1.0,-1.3,-1.4,-1.1

[9] COc1ccc(N(CC(=O)NCc2ccc3c(c2)OCO3)C(=O)CCC(=O)Nc2ccccn2)cc1
[10] Cn1cc(C(CO)Cc2ccccc2)c2ccccc21 (stereo not drawn)
[11] CC(OC(=O)Cn1[nH]c(=O)c2ccccc2c1=O)C(=O)c1ccccc1 (stereo not drawn)
[12] Cc1cc(F)ccc1S(=O)(=O)Nc1ccccc1C(=O)Nc1ncn[nH]1
[13] COC(=O)[C@]12C[C@H](CC(=O)NCC3CCCCC3)C(=O)N(CCc3ccc(OC)c(OC)c3)C1=C[C@H](C(C)C)O[C@@H]2C1CC1
[14] Cc1ccccc1CN1C2=NCCN2c2ccccc21
[15] CC(C)C[C@H](NC(=O)[C@H]1N2C(=O)c3ccccc3C2SC1(C)C)C(=O)N[C@@H](Cc1ccccc1)C(=O)O (stereo partly drawn)
[16] OCCNc1nc(-c2cccnc2)nc2ccccc12

Assay by compound,9,10,11,12,13,14,15,16
ADAM17 inh,-5,1,-4,-88,1,-4,0,-4
DAX1 inh-1,-0.1,-0.9,0.5,-0.2,0.7,0.3,-1.3,-1.0
Rev-erbA mod,2,-4,8,-4,1,-2,1,3
DAX1 inh-2,0.5,1.4,0.2,0.5,/,-0.5,-0.8,-0.3
hgDAF12 agonist,-2.0,2.1,-1.7,0.3,1.4,-0.3,1.1,0.5
SMARCA2 activ,0,1,3,-1,-3,2,1,-1
MBD2 DNA inh,1,-8,3,2,5,3,-1,2
hcDAF12 agonist,-0.5,0.1,0.9,-1.6,-1.8,-2.3,1.1,0.5
PLCb3 inh,1,-2,-7,-146,0,0,0,-6
PLCg1 inh,-3,-1,-1,-122,2,7,-1,-6
ssDAF12 agonist,-0.4,-0.5,-1.4,-1.2,-0.7,-0.9,-0.1,-1.1

Structural class: the compounds so far with a COOH group
[3] O=C(O)CCc1nn2c3ccccc3n(CCN3CCCCC3)c2nc1=O
[15] CC(C)C[C@H](NC(=O)[C@H]1N2C(=O)c3ccccc3C2SC1(C)C)C(=O)N[C@@H](Cc1ccccc1)C(=O)O (stereo partly drawn)

Assay by compound,3,15
ADAM17 inh,-81,0
DAX1 inh-1,0.4,-1.3
Rev-erbA mod,-6,1
DAX1 inh-2,0.3,-0.8
hgDAF12 agonist,1.3,1.1
SMARCA2 activ,-2,1
MBD2 DNA inh,-3,-1
hcDAF12 agonist,-1.0,1.1
PLCb3 inh,-369,0
PLCg1 inh,-230,-1
ssDAF12 agonist,-1.4,-0.1

The list continues.
[17] O=C(CSc1nnc(-c2ccncc2)o1)NC1C2CC3CC(C2)CC1C3 (stereo not drawn)
[18] CCOCCn1c(CN2CCCCC2C)nc2c1c(=O)n(C)c(=O)n2C (stereo not drawn)
[19] COC(=O)C1CN(CCc2ccccc2)CCS(=O)(=O)N1Cc1ccc(OC)cc1 (stereo not drawn)
[20] CCc1ccc(OCCOC(=O)Nc2ccccc2)cc1
[21] CCCCCCCC(=O)N/N=C(\C)c1cccnc1
[22] CC1CCCCC1NC(=O)COC(=O)/C=C/c1ccc2c(c1)OCO2 (stereo not drawn)
[23] CCOc1ccc2nc(Cl)c(/C=C/C(=O)c3ccco3)cc2c1
[24] CCOc1ccc(N=C2NN=C(c3cc(C)n(CC4CCCO4)c3C)CS2)cc1 (stereo not drawn)

Assay by compound,17,18,19,20,21,22,23,24
ADAM17 inh,-5,0,-4,2,0,-15,-4,3
DAX1 inh-1,-0.1,-0.1,-0.3,-0.8,0.1,0.5,-0.1,0.0
Rev-erbA mod,-1,-1,6,12,6,1,-3,-1
DAX1 inh-2,-1.5,1.9,/,0.1,-0.9,-0.1,0.0,-1.4
hgDAF12 agonist,-3.1,-0.5,-1.2,-1.6,1.2,-2.5,-2.0,0.6
SMARCA2 activ,0,7,-1,-2,-1,-2,0,8
MBD2 DNA inh,-1,-1,3,2,-2,3,11,2
hcDAF12 agonist,-2.8,0.0,2.1,-3.6,-0.8,-1.0,-1.4,1.3
PLCb3 inh,-2,6,1,-10,-2,-15,-9,-9
PLCg1 inh,0,4,0,0,-2,-11,-6,-1
ssDAF12 agonist,-1.5,-0.9,0.2,-1.5,-1.2,-1.6,-1.4,-1.3

[25] O=C(Nc1nnc(S(=O)(=O)N2CCOCC2)s1)c1ccccc1F
[26] O=S(=O)(Nc1cccc2c1CCCC2)c1ccc(Cl)cc1
[27] O=C(CCNC(=O)C1CCN(S(=O)(=O)c2ccc(F)cc2)CC1)NCc1cccnc1
[28] C[C@H](O)CNC(=O)c1[nH]cnc1C(=O)N[C@@H](C)c1ccccc1
[29] CN1CCC2(CC1)N=C(c1ccc(F)cc1)C(=S)N2C(=O)c1ccc(C(C)(C)C)cc1
[30] COc1cccc(C(=O)Nc2nnc(S(=O)(=O)N3CCCC3)s2)c1
[31] O=C(CCS(=O)(=O)c1ccc(Br)cc1)N1CCCCCC1
[32] Cc1ccc(-c2nnc(NCCCO)c3ccccc23)cc1

Assay by compound,25,26,27,28,29,30,31,32
ADAM17 inh,-1,3,-7,-3,3,-3,-2,-1
DAX1 inh-1,-0.1,-0.3,0.9,1.2,1.1,-0.3,-2.4,-0.4
Rev-erbA mod,-5,-2,0,0,-1,-7,-3,5
DAX1 inh-2,-0.4,-0.7,-0.6,-1.1,-1.1,0.3,0.2,1.9
hgDAF12 agonist,2.2,-3.0,-2.0,2.2,-1.2,1.8,0.5,-1.7
SMARCA2 activ,-3,-4,0,-2,-1,-3,-1,-3
MBD2 DNA inh,2,6,-2,-2,-4,2,-5,2
hcDAF12 agonist,-1.0,-0.8,0.2,-1.3,-1.3,0.7,-2.6,0.0
PLCb3 inh,-11,-1,-6,-1,0,-20,7,-9
PLCg1 inh,-1,-1,2,0,0,-9,2,-2
ssDAF12 agonist,-0.9,-0.9,-0.9,-1.0,-1.3,-0.5,-1.2,-1.7

Only hgDAF12 agonist, DAX1 inh-2 and ADAM17 inh, for some of the entries so far:
| item | SMILES | hgDAF12 agonist | DAX1 inh-2 | ADAM17 inh |
| --- | --- | --- | --- | --- |
| 26 | O=S(=O)(Nc1cccc2c1CCCC2)c1ccc(Cl)cc1 | -3.0 | -0.7 | 3 |
| 27 | O=C(CCNC(=O)C1CCN(S(=O)(=O)c2ccc(F)cc2)CC1)NCc1cccnc1 | -2.0 | -0.6 | -7 |

(more compounds)
[33] COC(=O)c1ccc2c(c1)NC(=O)CS2
[34] O=C(NCC(c1cccnc1)N1CCN(c2ccccc2F)CC1)c1ccccc1 (stereo not drawn)
[35] COc1cccc(CNC(=O)COc2cc3c(c4oc(=O)cc(C)c24)CCC(C)(C)O3)c1
[36] O=C1CN(c2ccccc2)C(=S)N1C(=O)c1ccccc1
[37] CCCCc1nc2ccccc2c(=O)n1NC(=O)c1c(O)c2ccccc2n(C)c1=O
[38] CN1CC[C@]2(CCN3CCc4c(oc5ccccc45)[C@@H]3C2)N(C)C1=O
[39] N#C/C(=C/C1=C(N2CCOCC2)C(=C/c2cccc([N+](=O)[O-])c2)/CC1)C(=O)Nc1ccccc1F
[40] CCN(CC)S(=O)(=O)c1ccc(Cl)c(NC(=S)NC(=O)C2CCCC2)c1
[41] Cc1c(C(=O)NCc2ccccc2)sc(=O)n1Cc1ccccc1F
[42] COc1ccccc1N(CC(=O)Nc1cc(C)on1)S(=O)(=O)c1ccc(Cl)cc1
[43] O=C(NNC(=O)c1ccccc1[N+](=O)[O-])Nc1ccc(Cl)cc1

Assay by compound,33,34,35,36,37,38,39,40,41,42,43
ADAM17 inh,0,0,i,-6,2,-20,-5,5,1,1,5
DAX1 inh-1,-0.6,-1.6,-1.6,1.9,-0.1,-1.3,0.0,-4.3,-1.0,-1.0,-0.4
Rev-erbA mod,-6,-1,-5,-1,-1,-7,10,-4,3,0,4
DAX1 inh-2,2.9,0.0,0.2,5.8*,-1.2,-0.5,2.9,-2.1,/,-0.6,0.2
hgDAF12 agonist,2.9,0.2,-2.4,11*,-0.2,-2.6,0.4,-4.0,1.8,-0.2,-1.5
SMARCA2 activ,3,0,1,2,1,-4,1,-4,0,-4,-1
MBD2 DNA inh,-2,-1,4,2,-6,0,-4,2,2,3,-4
hcDAF12 agonist,-1.4,-0.3,-2.6,5.7*,-0.9,-1.7,0.2,-3.4,-2.5,-0.3,3.3
PLCb3 inh,1,1,i,-15,5,25*,0,-5,0,2,1
PLCg1 inh,4,0,i,-6,2,-34,0,4,-2,-2,5
ssDAF12 agonist,-1.6,-1.6,-1.7,0.6,-1.2,-1.0,-1.2,-2.0,-1.6,-1.6,-0.7
